p53null 32C kill = selectivity test: cytotoxicity in p53 null cells, permissive temperature; 55,000 compounds, 0.62% hits; Potency, µM (top dose mostly 46.1 µM), for the others: top-dose activity change, negative = cytotoxicity, usual class: cytotoxic; H1299-neo p53 null cells, ATP luminescence, 24 h, 32C;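 further: 0% = DMSO only and -100% = full killing by 100 µM tamoxifen; nearly all actives have a fitted effect of over 55% in size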
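H1299-neo (p53-null) cells, 600/well, were pre-incubated overnight at 37C, then exposed to compounds at up to 46 uM for 24 hr at 32C. Viability was measured as ATP content by luminescence, and AC50 values came from Hill fits.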
p53null 39C tox = p53 null cell cytotoxicity, nonpermissive temperature; H1299 p53-null (neo) cells, 39C, ATPlite viability, 24 h; Potency, µM (top dose mostly 46.1 µM), for the others: top-dose activity, negative = cell killing, hits mostly cytotoxic; 55,000 compounds, 0.97% hits;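 further: 0% = DMSO only and -100% = full killing by 100 µM tamoxifen; nearly all actives have a fitted effect of over 50% in size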
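Concentration-response (up to 46 uM) was run for 24 h at the nonpermissive 39C on H1299-p53A138V or H1299-neo cells. ATP content was measured with ATPlite luminescence. AC50 values were Hill-modeled after normalizing between DMSO and 100 uM tamoxifen killing.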
An asterisk follows results filed as active; u = inconclusive; [ ] = remark or other dose. The call rests on the fitted dose curve; in most records, active means well fitted cell-killing curve with a large enough effect; inconclusive means small, poorly fitted or top-dose-only effect; inactive means no such curve, though single readings can be large or run the other way. Potency means the concentration at half of the fitted maximal effect. A portion of the library; count on the stated rates, not on these rows.

SMILES	p53null 32C kill	p53null 39C tox
CCOC(=O)C1(C(C)(C)CC)CC(CSc2nc3ccccc3[nH]2)OC1=O (stereo unspecified)	-3%	19%
CCOc1cc(CNn2cnnc2)cc(Br)c1OCC(=O)NC1CCCCC1	-4%	-6%
Cc1c(NC(=O)C(C)OC(=O)c2c3c(nc4ccccc24)CCC3)c(=O)n(-c2ccccc2)n1C (stereo unspecified)	1%	0%
O=C(Nc1cccc(O)c1)N1CCOCC1	-6%	-4%
O=C(NCc1ccco1)c1sc2cc(Cl)ccc2c1Cl	4%	3%
COC(=O)c1ccc(NC(=S)NCCc2ccccc2)cc1	15%	-1%
CCc1nc2scc(-c3cccs3)c2c(=O)o1	1%	8%
O=C(c1cccs1)n1nc(-c2ccccc2)nc1NCc1ccco1	3%	16%
O=C(CCc1ccccc1)NC(NC(=S)Nc1cccc(Cl)c1)C(Cl)(Cl)Cl (stereo unspecified)	7%	-2%
COc1ccc(N2C(=O)CC2(/C=C/c2ccccc2OC)C(=O)NC2CCCC2)cc1 (stereo unspecified)	2%	-24%
CCCCCn1c(=O)[nH]c2cc(C(=O)NCCCN3CCCCC3)ccc2c1=O	0%	-12%
CCOc1ccccc1NC(=O)N1C2CCCC1CC(NC(=O)C1CC1)C2 (stereo unspecified)	-1%	13%
COc1cccc(/C=N/NC(=O)c2[nH]nc3c2CCc2ccccc2-3)c1O	u	u
Cn1nnc2cc(C(=O)N3CCCCCC3)ccc21	2%	4%
COc1cc(OC)cc(C(=O)NNC(=O)NC2CCCCC2)c1	13%	10%

Ordered by length of the SMILES (falling): seven of the compounds above
SMILES	p53null 32C kill	p53null 39C tox
CCOC(=O)C1(C(C)(C)CC)CC(CSc2nc3ccccc3[nH]2)OC1=O (stereo unspecified)	-3%	19%
CCCCCn1c(=O)[nH]c2cc(C(=O)NCCCN3CCCCC3)ccc2c1=O	0%	-12%
CCOc1cc(CNn2cnnc2)cc(Br)c1OCC(=O)NC1CCCCC1	-4%	-6%
COC(=O)c1ccc(NC(=S)NCCc2ccccc2)cc1	15%	-1%
O=C(NCc1ccco1)c1sc2cc(Cl)ccc2c1Cl	4%	3%
Cn1nnc2cc(C(=O)N3CCCCCC3)ccc21	2%	4%
O=C(Nc1cccc(O)c1)N1CCOCC1	-6%	-4%

The list goes on:
SMILES	p53null 32C kill	p53null 39C tox
Cc1cc(Nc2ccc(Br)cc2)n2nc(C)nc2n1	4%	13%
O=C(c1cnn2c(C(F)F)cc(-c3ccccc3)nc12)N1CCSCC1	-21%	-4%
O=[N+]([O-])c1ccc(-c2ccc(C=Nc3cccc4ccccc34)o2)cc1	-1%	-13%
CCC1Oc2ccc(C)cc2N(CC(=O)N(Cc2ccc(C)o2)C2CCCC2)C1=O (stereo unspecified)	-10%	-14%
COc1ccc(CN(Cc2ccc(OC)cc2)S(=O)(=O)c2ccc(-n3cnnn3)c(C)c2)cc1	1%	20%
COc1ccc(C(=O)Oc2ccc(/C=N/NC(=O)c3ccccc3OC)cc2[N+](=O)[O-])cc1	3%	-8%[1.84 µM]
O=C(Oc1ccc2c(c1)OCO2)C12CC3CC(CC(C3)C1)C2	-9%	-28%
C/C(=N\OCC(=O)Nc1ccccc1C(C)(C)C)c1ccc2c(c1)OCCO2	-10%	-3%
COc1ccccc1OCC(=O)O	-8%	2%
c1ccc(-c2nc3cnccn3c2Nc2ccc3c(c2)OCCO3)cc1	1%	-10%
CCOC(=O)CSc1nnc(-c2cccnc2)o1	-3%	-10%
COCCN(C(=O)CNC(=O)c1ccco1)C(C(=O)NC1CCCCC1)c1cccs1 (stereo unspecified)	3%	18%
O=C(c1ccco1)N1CCN(C(c2ccccc2)c2nnnn2C2CCCC2)CC1 (stereo unspecified)	-1%	-2%
Cc1ccc(NC(=O)c2ccc(Cn3cc(Br)cn3)o2)cc1	6%	16%
CCOc1ccc(-n2c(C)c(C(C)=O)c(C(C)=O)c2C)cc1	7%	15%

An excerpt of these results, in CSV form:
SMILES,p53null 32C kill,p53null 39C tox
CCOC(=O)C1(C(C)(C)CC)CC(CSc2nc3ccccc3[nH]2)OC1=O (stereo unspecified),-3%,19%
CCOc1cc(CNn2cnnc2)cc(Br)c1OCC(=O)NC1CCCCC1,-4%,-6%
Cc1c(NC(=O)C(C)OC(=O)c2c3c(nc4ccccc24)CCC3)c(=O)n(-c2ccccc2)n1C (stereo unspecified),1%,0%
O=C(Nc1cccc(O)c1)N1CCOCC1,-6%,-4%
O=C(NCc1ccco1)c1sc2cc(Cl)ccc2c1Cl,4%,3%

(more compounds)
SMILES	p53null 32C kill	p53null 39C tox
Cc1nc2sc(C(c3ccccc3)N3CCN(C(=O)c4ccco4)CC3)c(O)n2n1 (stereo unspecified)	3%	11%
CCOc1ccc(Br)cc1S(=O)(=O)N1CCCC1	5%	5%
Cc1c(Cl)cccc1NC(=O)CN1CCN(CCO)CC1	5%	19%
O=C(N/C(=C/c1cccnc1)C(=O)N1CCOCC1)c1ccccc1Br	-11%	-8%[1.84 µM]
COc1ccccc1NC(=O)CN1CCN(C(=O)c2ccco2)CC1	-5%	-6%
CCOC(=O)C1=C(CC)OC(N)=C(C#N)C1c1ccc(OC)cc1OC (stereo unspecified)	1%	-1%
CC1SCC(=O)N(CC(=O)Nc2ccc3c(c2)OCO3)C1=O (stereo unspecified)	-6%	-4%
CCc1nc(SCc2ccc(C(=O)OC)o2)c2c(=O)n(C)c(=O)n(C)c2n1	10%	-15%
Cc1ccccc1Cn1c(=O)n(CCCC(=O)NCc2ccco2)c(=O)c2ccccc21	-3%	-14%
O=C(NCCCN1CCCCCC1)c1ccc(CS(=O)(=O)Cc2ccccc2F)o1	-2%	-1%
O=C(CN(Cc1ccco1)C(=O)CCC(=O)Nc1nccs1)NCc1ccccc1	-6%	7%
Oc1ccc(CN2CCCCC2)c2cccnc12	-26%	-18%
Cc1ccc(C)c(NC(=S)NC2CC3CCCC(C2)N3CC(C)C)c1 (stereo unspecified)	-4%	18%
O=C(CSc1nnc2c(n1)[nH]c1ccccc12)OCc1ccccc1	4%	25%
Cc1c(Cl)c(C(F)(F)F)nn1CC(=O)NCc1ccccc1	-1%	8%
O=c1cc(N2CCC3(CC2)OCCO3)[nH]c(=O)n1-c1ccc(Br)cc1	-5%	4%
CCOc1ccc(-n2nc3ccc(NC(=O)c4ccc5c(c4)OCCO5)cc3n2)cc1	-1%	-1%
Cn1c(SCC#N)nnc1-c1ccc2c(c1)OCO2	9%	19%
COc1ccc(-c2csc(N3CCN(C(=O)c4ccccc4)CC3)n2)cc1	1%	2%
Cc1ccc(C(=O)C2=C(O)C(=O)N(c3ncccn3)C2c2ccc(Cl)cc2)o1 (stereo unspecified)	-7%	-4%
COc1ccc(C)cc1S(=O)(=O)Nc1cccc(Cl)c1Cl	0%	-10%
CCOC(=O)C1CCN(C(c2cccc(F)c2)c2sc3nc(C)nn3c2O)CC1 (stereo unspecified)	2%	-8%
CN(C)CC1CCCCC1OC(=O)c1ccc(Cl)cc1 (stereo unspecified)	-12%	-11%
COc1ccc(/C=C/C(=O)CC(O)(c2ccccc2)C(F)(F)F)cc1 (stereo unspecified)	-5%	86%[activator]
CC(=O)CS(=O)(=O)c1ccc(Oc2ccc(S(=O)(=O)CC(C)=O)cc2)cc1	-2%	-13%
Cc1cc(C)n(-c2nc3ccccc3[nH]c2=O)n1	2%	-5%
CCOC(=O)c1c(-c2cccc([N+](=O)[O-])c2)csc1NC(=O)CCCOc1ccccc1OC	-19%	1%
COC(=O)CCCC(=O)Nc1ccc(Cl)c(Cl)c1	6%	3%
COc1ccc(-n2ncc3c(SCC(=O)N4CCN(c5ccccc5OC)CC4)ncnc32)cc1	8%	11%
Cc1cc2oc(=O)cc(CN3CCN(Cc4ccc5c(c4)OCO5)CC3)c2cc1C	-4%	-5%
Cc1ccsc1C(=O)NNC(=O)C1CCCCC1C(=O)O (stereo unspecified)	-5%	-5%
COC(=O)c1ccc(CSc2nc3c(cnn3-c3ccc(C)c(C)c3)c(=O)[nH]2)o1	1%	10%
O=C(Nc1ccc(OC(=O)c2ccco2)cc1)c1ccco1	0%	3%
CCc1c(C(=O)NCc2cnn(C)c2)csc1C	2%	16%
Cc1ccc(NC(=O)CCN2C(=O)CSC2=O)c(C)c1	-3%	34%[activator]
Cn1c(=O)oc2cc(S(=O)(=O)NCCN3CCc4ccccc4C3)ccc21	-6%	1%
O=c1c2c(ncn1CCO)nc1n2CCC1	-4%	1%
CCn1nc(CCC(=O)O)c2ccccc2c1=O	1%	8%
CCOC(=O)C1CCN(C(=S)Nc2cc(C)ccc2C)CC1	0%	4%
CC1=C(C(=O)N2CCN(C(=O)c3ccco3)CC2)C2(CCC(C)CC2)OC1=O (stereo unspecified)	4%	-5%
COc1ccc(OCCC(=O)OCC(=O)NCc2ccccc2)cc1	0%	-9%
CC(=O)Nc1ccn(-c2ccccc2)n1	-5%	-21%
COC(=O)c1ccc(-c2ncc(-c3cccc4ccccc34)o2)cc1	0%	43%[activator]
CC(C)CC(=O)NC(=S)N1CCCCCC1	-2%	-4%
Cc1ccccc1OCCn1cnc2c(N)ncnc21	-15%	2%
COc1ccc(S(=O)(=O)Nc2cc(C)on2)cc1OC	6%	1%
CCC(C)c1ccc(NC(=S)Nc2ccc(OC)c(OC)c2)cc1 (stereo unspecified)	-2%	6%
Cc1cccc(-n2c(SCC(=O)N3CC(=O)Nc4ccccc43)nc3ccccc3c2=O)c1C	13%	5%
Cc1nccn1CC(O)Cn1c2ccccc2c2ccccc21 (stereo unspecified)	5%	12%
COc1ccc(Nc2ncnc3ccccc23)c(OC)c1	-17%	-8%
CC1=C(C)C(=O)C(N2CCOCC2)=CC1=O	-4%	6%[1.84 µM]
CCCCc1nc2ccccc2c(NC(=O)CN2CCCC2)c1CCC	4%	19%
CC(C)CNS(=O)(=O)c1ccc(OCC(=O)NCC2CCCO2)c(Cl)c1 (stereo unspecified)	-4%	-4%
CC1=CC(C)(C)NC(=S)N1c1ccc(C)cc1	-17%	1%
CC(NC(=O)c1ccncc1)C(c1cccs1)N1CCOCC1 (stereo unspecified)	5%	-10%
COc1ccc(CCNC(=O)C2CCN(C(=O)NC3CCCCC3)CC2)cc1	8%	-8%
Cc1nc(SCC(O)CCl)c([N+](=O)[O-])[nH]1 (stereo unspecified)	1%	-7%
Cc1ccc(S(=O)(=O)n2cnc3ccccc32)cc1	6%	-29%
CC(Oc1ccc(Br)cc1)C(=O)N1CCc2ccccc21 (stereo unspecified)	2%	19%
Cc1ccc(-c2nnn(C(C)C(=O)N3c4ccccc4CCc4ccccc43)n2)cc1 (stereo unspecified)	-8%	-2%
The list continues.
SMILES	p53null 32C kill	p53null 39C tox
Cn1c(CNC(=O)c2ccccc2)nnc1SCC(=O)N1CCN(c2ccccc2)CC1	-1%	-2%
O=c1c(S(=O)(=O)c2ccc(Cl)cc2)cn(Cc2cccc(F)c2)c2ccc(F)cc12	2%	24%[1.84 µM]
COC(=O)CNc1ccc2c(c1)OCO2	12%	0%
CC(=O)OCn1nnc2ccccc2c1=O	6%	19%
COc1ccc(N(C(=O)Cc2cccs2)C(C(=O)NC2CCCCC2)c2cccn2C)cc1OC (stereo unspecified)	9%	-4%
COc1ccccc1NC(=O)NCCCl	1%	28%
c1ccc(-n2nnnc2-c2cnc(-c3cccnc3)nc2-c2cccs2)cc1	4%	u
Cc1ccc(SCCNS(=O)(=O)c2ccc3c(c2)OCCO3)cc1	-7%	0%
O=C(O)c1cc(Nc2nc(N3CCOCC3)nc(N3CCOCC3)n2)ccc1Cl	8%	31%
O=C(Nc1ccccc1-c1ccccc1)NC1CCN(C(=O)N2CCOCC2)CC1	-6%	-1%
O=C(C1=NN(c2ccccc2)C2C(=O)N(c3ccc(Cl)cc3)C(=O)C12)c1ccccc1 (stereo unspecified)	7%	33%
Cn1c(=O)c2c(nc3sccn32)n(C)c1=O	0%	25%
COC(=O)c1[nH]c(=O)c2ccccc2c1O	-1%	-18%
O=C(NCC(=O)N(c1ccccc1)C(C(=O)NC1CCCC1)c1cccnc1)c1ccco1 (stereo unspecified)	-12%	7%
CC12CCC(C/C1=N\OC(=O)c1ccc(F)cc1)C2(C)C (stereo unspecified)	3%	-8%
CCOC(=O)c1ccc(NC(=O)C2(c3ccccc3)CCOCC2)cc1	-8%	28%
c1ccc2c(c1)c1ccccc1n2CN1CCOCC1	-10%	9%
Cn1ncc(Cl)c1C(=O)Nc1ccc(Cl)cn1	-2%	30%
O=c1c2cccnc2[nH]c(=S)n1Cc1ccccc1	3%	25%
c1ccc(NCc2nc3ccccc3n2CCOc2ccccc2)cc1	5%	-2%[1.84 µM]
CC1CCC(C(C)C)C(OC(=O)COC(=O)c2ccc(N)cc2)C1 (stereo unspecified)	-18%	9%
CCOC(=O)c1ccc(NS(=O)(=O)c2c(C)n(C)c(=O)n(C)c2=O)cc1	-1%	7%
CCCCOc1ccccc1C1C(C(=O)OC)=C(C)N(C)C(C)=C1C(=O)OC	-2%	-4%
O=C(CSCc1ccc(Cl)cc1)N1CCN(Cc2ccc3c(c2)OCO3)CC1	-3%	-16%
O=C1OC2CCC1(c1ccccc1)C2 (stereo unspecified)	3%	-28%
Cc1ccc(N(CC(=O)NCC2CCCO2)C(=O)CCC(=O)Nc2ccccn2)cc1C (stereo unspecified)	2%	22%
CN1CCN(C(=O)c2ccccc2NC(=O)C(C)(C)C)CC1	-12%	-10%
Cn1cc([N+](=O)[O-])c(C(=O)N/N=C/c2ccc([N+](=O)[O-])cc2)n1	3%	23%
